From PubChem
Lipid storage S3: qHTS Assay for Lipid Storage Modulators in Drosophila S3 Cells; lipid storage change, negative = inhibition, % at the top dose, mostly 46.1 µM; hits show Potency in µM; Drosophila S3 cells, BODIPY lipid droplet fluorescence, 18-24 h; cells fed with added oleic acid; AID 2685, 2010; 320,000 compounds, 0.64% hits; active = well fitted inhibition curve with a large enough effect in the signal ratio, with a control signal flat, not every such curve was filed as active; inconclusive = small, poorly fitted or top-dose-only effect, or effect the other way, or a change in a side signal; the % refers to the signal ratio
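Drosophila S3 cells loaded with oleic acid (400 uM, as added) and compounds at several concentrations; lipid droplets imaged by 488-nm laser-scanning cytometry, 500–530 nm intensity and object ratio to cell channel. Percent activity normalized to 20 uM Triacsin C.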
Lipid storage S3 cell count max: second read-out of Lipid storage S3, no call of its own (marks repeat the call); cell number change, %; measured here: cell count max response;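 cells counted by Cell Tracker Red CMTPX staining in the red channel; peak over a dose series mostly up to 46.1 µM; percent activity relative to internal control wells on each plate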
* marks the source's active call; other numbers are inactive results; i = inactive; u = inconclusive; x = no result given; [ ] = another dose, or the depositor's remark. % is set by controls: 0 for no effect and ±100 for the full control effect; potency is the fitted concentration of half-maximal effect. Not all compounds are listed (hit frequency here may not be typical).

| structure | Lipid storage S3 cell count max | Lipid storage S3 |
| --- | --- | --- |
| O=C(NC(Cc1ccccc1)C(=O)O)OCC1c2ccccc2-c2ccccc21 (centres undefined) | 9.9 | -9.9% |
| Cn1ccnc1CC(O)(c1ccccc1)c1ccccc1 | x | u |
| O=C(NCc1ccccc1Cl)C1CCCN(S(=O)(=O)c2cnc[nH]2)C1 (centres undefined) | -2.5 | -9.3% |
| O=C(O)c1ccc(NS(=O)(=O)c2cc(C(=O)O)ccc2Br)cc1 | x | u |
| CCOC(=O)COc1cc(OCC(=O)OCC)c2c(=O)cc(-c3ccccc3)oc2c1 | x | u |
| Cc1cc(C(=O)CN2C(=O)NC(C)(c3ccccc3)C2=O)c(C)n1CC1CCCO1 (centres undefined) | 2.8 | 4.4% |
| Cc1nc2ccccn2c1C(=O)NNC(=S)Nc1ccccc1 | 5.8 | 14.3% |
| COc1ccc(NC(=O)C(=O)c2cn(CC(=O)N3CCOCC3)c3ccccc23)cc1OC | x | u |
| NC(=O)[C@@H]1CCCNc2c(F)cc([N+](=O)[O-])cc2C(=O)N[C@@H](CCC(=O)O)C(=O)N[C@@H](CO)C(=O)N1 | x | 5.7% |
| CCOc1ccc(-c2noc(CCCC(=O)NC3CCCCC3)n2)cc1OC | 22.6 | i |
| COc1ccc(Br)cc1S(=O)(=O)n1c([N+](=O)[O-])cnc1C | x | i |
| CCCCOc1ccc(CN2CCC(O)CC2)cc1 | x | u |
| O=C(CN1C(=O)COc2ccccc21)N1CCN(c2ccccc2F)CC1 | x | u |
| CC(C(=O)Nc1cccnc1)n1cc([N+](=O)[O-])cn1 (centres undefined) | 8.9 | 11.1% |
| Cc1c(Br)c([N+](=O)[O-])nn1CC(=O)NCc1ccccn1 | 22.8 | -2.4% |
| Nc1c(Cl)ncnc1N1CCN(c2ncnc(Cl)c2N)CC1 | x | u |
| Cc1ccc(C)c(-c2nnc(NC(=O)c3ccco3)o2)c1 | x | u |
| COc1ccc2[nH]c(=O)c(C(c3nnnn3C3CCCC3)N3CCN(Cc4ccc5c(c4)OCO5)CC3)cc2c1 (centres undefined) | x | u |
| CCc1ccc(Nc2n[n+](-c3ccccc3)c(-c3ccc(C(=O)O)cc3)s2)cc1 | x | u |
| Cc1cc(CC(C)C)n(-c2nc3ccccc3c(=O)n2OCC(N)=O)n1 | x | u |
| Cc1cccc(-c2cc3nc(-c4ccccc4)cc(=O)n3[nH]2)c1 | 8.6 | 1.0% |
| O=C(NCCCN1CCOCC1)c1cnccn1 | x | u |
| Cc1csc2c(=O)sc(NC(=O)c3cccs3)nc12 | 18.8 | 7.9% |
| Cc1ccc(S(=O)(=O)N(C)CC(=O)NCCc2c[nH]c3ccccc23)cc1 | x | u |
| COc1cccc(CN(C)C(=O)c2csc3c2CCCC3)c1OC | x | u |

Some of the entries so far, with each value named:
Cc1ccc(S(=O)(=O)N(C)CC(=O)NCCc2c[nH]c3ccccc23)cc1
- Lipid storage S3 cell count max = x
- Lipid storage S3 = u

COc1ccc(NC(=O)C(=O)c2cn(CC(=O)N3CCOCC3)c3ccccc23)cc1OC
- Lipid storage S3 cell count max = x
- Lipid storage S3 = u

Cn1ccnc1CC(O)(c1ccccc1)c1ccccc1
- Lipid storage S3 cell count max = x
- Lipid storage S3 = u

Continued:
| structure | Lipid storage S3 cell count max | Lipid storage S3 |
| --- | --- | --- |
| Cc1cccc(Nc2ccc3nonc3c2[N+](=O)[O-])c1C | x | u |
| COc1ccc(CCNC(=O)C2CCN(S(=O)(=O)c3ccc(F)cc3)CC2)cc1 | x | u |
| COc1cc(C(C)=O)ccc1OCC(=O)Nc1ccc(Cl)c(S(=O)(=O)N2CCOCC2)c1 | x | u |
| Cc1c(NC(=O)c2ccc(NS(=O)(=O)c3ccccc3)cc2)c(=O)n(-c2ccccc2)n1C | x | u |
| COc1cc(OC)cc(-c2c(C#Cc3ccsc3)c3cc(-c4ccc5[nH]ccc5c4)ccc3n2C)c1 | x | u |
| CCN(CC(=O)NC(C)(C)C)C(=O)c1ccc(Br)cc1 | 2.2 | 0.1% |
| Cc1cccc(N2CCN(C(=O)c3ccc4nc[nH]c4c3)CC2)c1C | x | 28.5% |
| CC(=O)NC(=S)Nc1ccc(N2CCOCC2)c(S(=O)(=O)Nc2cc(Cl)ccc2Cl)c1 | x | u |
| O=C(COc1ccc([N+](=O)[O-])cc1)NCc1cccnc1 | x | u |
| CCn1cc(S(=O)(=O)Nc2ccc(Cl)cc2F)cn1 | x | u |
| Cc1ccc(SCCNC(=O)/C=C/c2ccccc2Cl)cc1 | x | 140.9% |
| Cc1c(N=NC2=C(O)CC(C)(C)CC2=O)c(=O)n(-c2ccccc2)n1C | -2.5 | 11.6% |
| COc1ccc(C(=O)NNC(=O)C2CC=CCC2)cc1 (centres undefined) | x | u |
| CCCCOc1ccc(Cc2c(O)nc(SC)[nH]c2=O)cc1 | 26.3 | i |
| Cc1cccc(CCNC(=O)C2CCC(=O)N(Cc3ccc(Cl)cc3)C2)n1 (centres undefined) | -1.0 | -19.0% |
| C=CCSc1nc(Cc2ccc(Cl)cc2)nc2ccccc12 | x | u |
| CCOC(=O)NC(=O)CSc1nc(-c2ccc(C)c(C)c2)cn1-c1ccccc1 | x | u |
| COc1cccc(N2CC(C(=O)NCc3n[nH]c(=O)c4ccccc34)CC2=O)c1 (centres undefined) | 26.7 | 18.1% |
| O=C(N/N=C\c1ccc(CN(Cc2ccc(Cl)cc2)S(=O)(=O)c2ccccc2)o1)C(=O)Nc1ccc(F)cc1 | x | u |
| Cc1cc2cc(C)c(NCCNC(=O)c3ccccc3)nc2cc1C | -13.6 | -14.0% |
| Cc1ccc(NC(=O)c2sc3nc4c(c(-c5ccco5)c3c2N)CCC4)cc1 | -11.1 | i |
| O=C(CN1C(=O)c2cccc3cccc1c23)NCC1CCCO1 (centres undefined) | x | u |
| O=S(=O)(/N=C(/Nc1cccc2ccccc12)c1ccccc1)c1ccccc1 | 3.2 | i |
| COC(=O)/C=C1\NC(=O)C(C)S1 (centres undefined) | -22.9 | -19.6% |
| Cn1cncc1COC(=O)c1ccc(Cl)cc1 | 19.3 | 18.9% |
| Nc1nc(-c2ccc(C(=O)O)cc2)cs1 | x | u |
| CC(=O)c1cc(NC(=O)c2ccc(C)cc2)c(=O)oc1C | -23.8 | 24.6% |
| CCCNc1nc(Nc2ccc(C)c(Cl)c2)c2cnn(C)c2n1 | -5.0 | -23.3% |
| CCOc1ccc(CN2C(=O)c3ccccc3Sc3ccc(C(=O)NCCCN4CCOCC4)cc32)cc1 | x | u |
| COc1ccc(NS(=O)(=O)c2cc(NC(=O)c3ccc(=O)[nH]c3)ccc2N2CCOCC2)cc1 | -11.4 | i |
| CC(=O)NC12CC3CC(C1)CC(C(=O)N(C)CC(=O)Nc1ccc(F)c(F)c1F)(C3)C2 | x | u |
| COc1ccc2c(c1)[nH]c1c(=O)n(CCc3cnc[nH]3)cnc12 | x | u |
| COc1ccc(CCNC(=O)C2CCN(S(C)(=O)=O)CC2)cc1OC | 1.4 | 0.1% |
| CC(=O)c1ccc(OCCCN2CCCCC2)cc1 | x | i |
| O=C(CSc1nnc(C2CC2)n1-c1ccccc1)NCCc1ccccc1 | x | u |
| CC1CCN(C(=S)NC2CC3CCC2C3)CC1 (centres undefined) | x | u |
| CCOC(=O)C1CCC(CN(Cc2ccccc2)S(=O)(=O)c2ccc([N+](=O)[O-])cc2)CC1 (centres undefined) | x | u |
| O=C1c2ccccc2C(=O)N1CCSc1nncs1 | 2.5 | 8.3% |
| COc1ccc(OCCCC(=O)OC(C)C(=O)Nc2ccccc2[N+](=O)[O-])cc1 (centres undefined) | -10.8 | 17.6% |
| NCCCNc1nc(N)c([N+](=O)[O-])c(NC2CCCCC2)n1 | x | u |
| O=C(CSCCO)Nc1cccc2ccccc12 | x | u |
| COc1ccc(-c2sc(Nc3ccccc3)n[n+]2-c2ccc(F)cc2)cc1Br | 19.4 | -0.9% |
| Cc1cccc(OCC(=O)NN2C(=O)C3C4C=CC(O4)C3C2=O)c1 (centres undefined) | x | u |
| CC(=O)c1sc(-c2cccc(Cl)c2)nc1C | -6.3 | -4.0%[9.22 µM] |
| Cc1ccc(CNC(=O)c2ccc(Cn3cc(-c4ccc(C)cc4)nc3-c3ccncc3)cc2)cc1 | x | u |
| COc1ccc2c(c1OC)C(=O)N1N=C(c3ccccc3)CC21 (centres undefined) | x | u |
| CCc1nc(NCC2CCCN2CC)c2nnn(Cc3ccccc3F)c2n1 (centres undefined) | -1.3 | -7.9% |
| CCS(=O)(=O)N1CCC(C(=O)Nc2cc(C)ccc2O)CC1 | x | u |
| CSC1=NC(C)N2C(SC)=NC(C)N12 (centres undefined) | 18.0 | -14.0% |
| COc1ccccc1CC(=O)N1CCN(c2cccc(Cl)c2)CC1 | x | u |

(list continues)
| structure | Lipid storage S3 cell count max | Lipid storage S3 |
| --- | --- | --- |
| COc1ccc(C(=O)NCCNC(=O)c2cc(OCC(F)(F)F)ccc2OCC(F)(F)F)cc1 | x | u |
| CC(C)c1nnc(SCC(=O)NC2CCCC2)n1C | -7.6 | i |
| CC(NC(=O)[C@@H](C)NC(=O)[C@@H]1Cc2ccccc2CN1C(=O)OC(C)(C)C)c1ccccc1 (some centres undefined) | -28.1 | i |
| CC(=O)N(CCP(=O)(c1ccccc1)c1ccccc1)Cc1ccco1 | -12.4 | 8.2% |
| O=C(NCc1ccco1)c1cc(C(=O)C2CC2)c[nH]1 | x | u |
| COC(=O)c1cc(NC(=O)c2ccccc2F)cc(C(=O)OC)c1 | 0.1 | 10.2% |
| CCOC(=O)c1ccc(NC(=O)Nc2ccc3c4c(cccc24)C(=O)N3CC)cc1 | -11.4 | 17.5% |
| O=C1OCc2ccc(NC(=O)c3c(F)cccc3Cl)cc21 | x | 20.0% |
| Cc1ccnc2ccc(-c3nc4ccccc4o3)cc12 | -11.4 | 24.9% |
| O=C(CCSCCc1ccccn1)Nc1ccccn1 | x | u |
| S=C(NCc1cccnc1)Nc1cc(Cl)cc(Cl)c1 | x | u |
| COc1cc(C(=O)Nc2ccc(-n3cnnn3)c(C)c2)cc(OC)c1OC | x | u |
| CCCCNC(=O)c1onc(CS(=O)(=O)c2ccccn2)c1C(=O)NCCCC | x | u |
| Cc1ccc(N2CCN(CC(O)COc3ccc([N+](=O)[O-])cc3)CC2)cc1 (centres undefined) | x | u |
| CC(C)(C)OC(=O)CNC(=O)c1nc[nH]c1C(=O)N1CCc2ccccc2C1 | x | u |
| c1ccc2c(c1)OCC(CNc1ncnc3sccc13)O2 (centres undefined) | x | u |
| CN(CC(=O)NC1CCCCC1)S(=O)(=O)c1ccc(Cl)cc1 | x | 28.5% |
| NC(=O)c1ccsc1NC(=O)c1ccc(S(=O)(=O)N2CCCc3ccccc32)cc1 | -11.6 | 7.6% |
| Cc1nc2sccc2c(=O)n1N | 10.2 | 7.2% |
| COC(=O)c1ccc(OCC(=O)c2cccc(OC)c2)cc1 | x | u |
| COC(=O)c1c(NC(=O)COC(=O)[C@@H](NS(=O)(=O)c2ccc(C)cc2)C(C)C)sc2c1CCC2 | x | u |
| C=CCC(Nc1ccccc1)c1ccc(OC)c(OC)c1 (centres undefined) | 7.9 | 16.3% |
| COc1c(Cl)cnn(-c2ccc(C)cc2)c1=O | x | i |
| Cc1cccc(OCC(=O)NC(Cc2ccccc2)C(=O)O)c1 (centres undefined) | x | u |
| CC(Sc1nncs1)C(=O)NCC(=O)Nc1ccc(F)c(F)c1F (centres undefined) | x | u |
| O=C(N1CCN(CCO)CC1)N1c2ccccc2CCc2ccccc21 | 23.4 | -5.4% |
| CCC(=O)NCCc1nc2cc(NC(=O)c3ccc(OC)cc3)ccc2n1C | x | u |
| CCN1CCN(C(=O)C2CCCN(S(=O)(=O)c3ccc(OC)c(OC)c3)C2)CC1 (centres undefined) | x | u |
| N#C/C(=C\c1cccc(Cl)c1)c1n[nH]c(Cn2cncn2)n1 | x | u |
| CCOC(=O)C1CCCN(c2c(NCc3ccco3)c(=O)c2=O)C1 (centres undefined) | x | u |
| Cc1ccc(N=Cc2c(C)[nH]n(-c3nc4ccccc4[nH]3)c2=O)cc1 | x | u |
| CCOC(=O)c1ccc(N2C(=O)CC(C)(CC)CC2=O)cc1 | -0.5 | -0.2% |
| NC(=O)Cn1cc(/C=N\NS(=O)(=O)c2ccc(F)cc2)c2ccccc21 | x | u |
| Cc1ccnc(N(C(=O)c2cccs2)C(=O)c2cccs2)c1 | x | u |
| Fc1ccc(NC(=S)NN2CCOCC2)cc1Cl | 8.4 | -1.9% |
| CCCNC(=O)CS(=O)Cc1nc(-c2ccc(OC)cc2)oc1C (centres undefined) | x | u |
| O=C(NC1CC1)c1nc(Cn2ccc([N+](=O)[O-])n2)no1 | -1.0 | i |
| COc1ccc(NS(=O)(=O)c2cccc(C(=O)Nc3cccc(C(=O)O)c3)c2)cc1 | x | u |
| Cc1ccc(C(=O)N2CCC(C(=O)NCc3cccnc3)CC2)cc1 | -26.4 | -6.7% |
| CCCCn1c(N)c(N(CCOC)C(=O)CCCc2cccs2)c(=O)[nH]c1=O | -0.8 | 5.0% |
| CCN(Cc1ccncc1)C(=O)Cc1cccs1 | x | u |
| Cc1c(C)n(CC(O)CNc2ccccc2)c2ccccc12 (centres undefined) | x | u |
| O=C(CN1C(=O)c2cccnc2Oc2ccc(Cl)cc21)NC1CCCC1 | x | u |
| O=C(NNc1ncnc2c1cnn2-c1ccc(F)cc1)c1ccco1 | 3.7 | 11.2% |
| CCOC(=O)/C(C#N)=C1\Nc2ccccc2N=C1N(CC(C)C)CC(C)C | x | u |
| O=C(COC(=O)COc1ccccc1)NC1CCCc2ccccc21 (centres undefined) | 9.4 | 9.7% |
| O=c1cc(CN2CCN(S(=O)(=O)c3ccccc3[N+](=O)[O-])CC2)nc2sccn12 | x | u |
| CC1(C)C(=O)NCCN1C(=O)CCCC(=O)O | -8.9 | -10.6% |
